Assay outcomes: PubChem, several laboratories
IDE cell activ = activators of human insulin-degrading enzyme in cells | P14735 | HEK cells, FAbeta-B cleavage, fluorescence polarization; 0% vehicle, 100% cell-free pure enzyme wells | activation, % at 5.96 µM | 340,000 tested, 0.073% active | AID 493087;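 active = activation above the mean of all tested compounds plus 3 SD, set per screening campaign, cut at about 17% in these data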
IDE cell inh = inhibitors of human insulin-degrading enzyme in cells; P14735; HEK cells, FAbetaB cleavage, fluorescence polarization; inhibition, % at 5.59 µM; 320,000 tested, 0.41% active; AID 434962;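 active = percent inhibition above the average of all tested compounds plus 3 SD, set per screening campaign, cut at about 16% in these data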;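 note: IDE supplied by intact live HEK cells; FP after avidin binding of uncleaved biotin substrate so inhibition keeps polarization high; 0% = DMSO wells and 100% = 60 µM reference IDE inhibitor Ii1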
p-CIP stab down = p/CIP protein destabilization. Q05BA5. F442A p/CIP-EGFP cells, EGFP fluorescence, 16 h. decrease of EGFP signal, % at 10 µM. 290,000 tested, 0.01% active. AID 1984;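 active = EGFP signal decrease of at least 30% at 10 µM or well 3 SD below plate mean, unless failing retest; inactive = the rest, including hits failing retest or dose response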; note: some compounds called inactive have numbers as strong as hits; many of its hits are not listed in these tables
Target sequence (Q05BA5 1-1403): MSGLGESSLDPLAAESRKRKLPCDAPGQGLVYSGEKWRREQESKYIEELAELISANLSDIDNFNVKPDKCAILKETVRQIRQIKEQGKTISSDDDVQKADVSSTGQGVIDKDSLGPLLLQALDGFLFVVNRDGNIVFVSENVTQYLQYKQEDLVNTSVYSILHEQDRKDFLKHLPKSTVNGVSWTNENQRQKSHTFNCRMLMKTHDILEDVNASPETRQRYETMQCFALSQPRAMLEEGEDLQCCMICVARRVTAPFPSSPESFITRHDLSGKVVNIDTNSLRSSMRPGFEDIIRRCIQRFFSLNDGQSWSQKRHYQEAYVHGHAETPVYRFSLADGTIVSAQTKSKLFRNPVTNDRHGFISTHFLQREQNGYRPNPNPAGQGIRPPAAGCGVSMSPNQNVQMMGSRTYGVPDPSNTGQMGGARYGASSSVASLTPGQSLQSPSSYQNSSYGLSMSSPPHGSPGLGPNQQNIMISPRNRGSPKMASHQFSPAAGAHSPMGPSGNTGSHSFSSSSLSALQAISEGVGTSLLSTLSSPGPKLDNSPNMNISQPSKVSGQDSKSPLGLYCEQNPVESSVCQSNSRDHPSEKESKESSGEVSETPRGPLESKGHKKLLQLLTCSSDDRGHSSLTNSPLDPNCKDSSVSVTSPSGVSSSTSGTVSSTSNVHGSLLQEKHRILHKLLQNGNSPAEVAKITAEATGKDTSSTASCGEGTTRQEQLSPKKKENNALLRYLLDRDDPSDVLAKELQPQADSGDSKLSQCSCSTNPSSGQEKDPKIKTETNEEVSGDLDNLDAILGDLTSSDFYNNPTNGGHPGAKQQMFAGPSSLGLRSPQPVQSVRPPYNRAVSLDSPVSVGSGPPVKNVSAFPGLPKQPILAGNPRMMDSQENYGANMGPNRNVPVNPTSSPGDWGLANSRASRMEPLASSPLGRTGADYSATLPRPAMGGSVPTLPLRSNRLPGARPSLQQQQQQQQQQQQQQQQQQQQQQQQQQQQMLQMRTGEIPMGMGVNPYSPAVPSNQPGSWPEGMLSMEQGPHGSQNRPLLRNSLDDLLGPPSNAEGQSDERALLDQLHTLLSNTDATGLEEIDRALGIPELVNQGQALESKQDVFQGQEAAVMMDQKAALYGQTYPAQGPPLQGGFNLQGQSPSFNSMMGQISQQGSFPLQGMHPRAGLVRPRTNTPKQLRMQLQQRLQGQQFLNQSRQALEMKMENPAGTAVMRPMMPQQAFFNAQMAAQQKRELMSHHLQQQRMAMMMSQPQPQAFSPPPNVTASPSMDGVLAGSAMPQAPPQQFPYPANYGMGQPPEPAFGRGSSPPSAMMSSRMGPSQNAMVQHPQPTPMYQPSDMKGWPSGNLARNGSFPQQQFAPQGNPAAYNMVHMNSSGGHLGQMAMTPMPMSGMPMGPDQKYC
NALP1 yeast inh = inhibitors of NALP1 inflammasome in yeast. S. cerevisiae NALP1/ASC/caspase-1 growth, X-gal OD620, 72 h. inhibition, % at 10 µM. 280,000 tested, 0.61% active. AID 2071; in the data active = inhibition mostly above about 24%, no sharp cut-off; inactive = mostly below about 32%; note: some compounds called inactive have numbers as strong as hits
VIM-2 inh = inhibitors of Pseudomonas aeruginosa VIM-2 metallo-beta-lactamase | purified VIM-2, nitrocefin hydrolysis, epi-absorbance fluorescence | inhibition, % at 5.6 µM | 290,000 tested, 0.89% active | AID 1527;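 active = inhibition above the mean of all tested compounds plus 3 SD, cutoff set per screening run, cut at about 7.5% in these data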;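 note: red hydrolysis product quenches plate fluorescence so inhibitors raise well fluorescence; 0% = enzyme with DMSO and 100% = DMSO without enzyme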
GPR7 antagonist = human neuropeptides B/W receptor 1 antagonism; 290,000 tested, 1.1% active; GPR7-expressing cells, fluorescence antagonist assay; inhibition, % at 4.4 µM; in the data active = inhibition above about 16%, passing the limit was not always enough;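 note: cells stimulated with the agonist NPW; 0% = agonist with vehicle and 100% = vehicle without agonist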
IMP-1 inhibitor = blocks Pseudomonas aeruginosa IMP-1 metallo-beta-lactamase; purified IMP-1, nitrocefin hydrolysis, epi-absorbance fluorescence; 290,000 tested, 0.45% active; inhibition, % at 5.6 µM;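 active = inhibition above the mean plus 3 SD of all compounds in the same screening run, cut at about 4.5% in these data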;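 note: 0% = IMP-1 with DMSO and 100% = DMSO wells lacking enzyme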
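assay system = purified recombinant IMP-1 metallo-beta-lactamase enzyme | schedule = 15 min preincubation plus 25 min reaction at 25 °C | signal = Epi-absorbance fluorescence, 480 nm excitation, 530 nm emission | read-out basis = percent inhibition from optical density relative to buffer-blank wells | controls = IMP-1 with DMSO as 0%, enzyme-free DMSO as 100%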
PHOSPHO1 block = blocks human PHOSPHO1 phosphatase activity; 290,000 tested, 1.1% active; AID 1565; inhibition, % at 13.3 µM; Q8TCT1; recombinant PHOSPHO1, absorbance phosphatase assay; in the data active = inhibition above about 60%
PfM18AAP inh = blocks P. falciparum M18 aspartyl aminopeptidase. recombinant PfM18AAP, H-Glu-NHMec fluorogenic cleavage. inhibition, % at 7.35 µM. 290,000 tested, 1.2% active. AID 1822;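 active = inhibition above the campaign mean inhibition over all tested compounds plus 3 SD, cut at about 28% in these data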;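 note: 0% = plate median of test compound wells and 100% = 2 mM ZnCl2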
* marks the source's active call; other numbers are inactive results.

How did CC(=O)Nc1ccc(NC(=O)Nc2cc(C)cc(C)c2)cc1 do in these assays?
IDE cell inh: 5; p-CIP stab down: 1; VIM-2 inh: -5.0; GPR7 antagonist: -3; IMP-1 inhibitor: -3.8; PHOSPHO1 block: 32; PfM18AAP inh: 3

Results for CCOC(=O)N1CCC(NC(=O)c2ccc3c(c2)N(Cc2ccc(F)cc2)CCS3)CC1 ?
IDE cell activ: 1; IDE cell inh: 1; p-CIP stab down: -8; NALP1 yeast inh: 27; VIM-2 inh: -4.6; GPR7 antagonist: -14; IMP-1 inhibitor: -1.5; PHOSPHO1 block: 14; PfM18AAP inh: 5

How did CC(=O)c1ccc(OC(=O)N(c2ccccc2)c2ccccc2)cc1 do in these assays?
IDE cell activ: 2; IDE cell inh: -1; p-CIP stab down: 9; NALP1 yeast inh: 3; VIM-2 inh: -1.9; GPR7 antagonist: -3; IMP-1 inhibitor: -3.7; PHOSPHO1 block: -2; PfM18AAP inh: -5

Results for CC1=CC(C)(C)Nc2ccc(C)cc21 ?
IDE cell activ: 3; IDE cell inh: -4; p-CIP stab down: -30; NALP1 yeast inh: 7; VIM-2 inh: -2.0; GPR7 antagonist: -6; IMP-1 inhibitor: -1.8; PHOSPHO1 block: 2; PfM18AAP inh: -2

Results for CCOc1ccccc1N(CC)C(=O)c1nn(C)c2c1CSc1ccccc1-2 ?
IDE cell activ: 2; IDE cell inh: 4; p-CIP stab down: 4; NALP1 yeast inh: 27; VIM-2 inh: 0.4; GPR7 antagonist: -7; IMP-1 inhibitor: 0.7; PHOSPHO1 block: 7; PfM18AAP inh: -5

Results for Cc1c(-c2ccccc2)c(=O)oc2cc(O)ccc12 ?
IDE cell activ: 3; IDE cell inh: 5; p-CIP stab down: -3; NALP1 yeast inh: 16; VIM-2 inh: -2.7; GPR7 antagonist: 0; IMP-1 inhibitor: -2.6; PHOSPHO1 block: -1; PfM18AAP inh: 5

How did c1ccc(-c2nnc(CSc3nncs3)o2)cc1 do in these assays?
IDE cell activ: -6; IDE cell inh: 2; p-CIP stab down: -8; NALP1 yeast inh: 13; VIM-2 inh: -4.3; GPR7 antagonist: -9; IMP-1 inhibitor: -6.9; PHOSPHO1 block: -7; PfM18AAP inh: -9

Results for Cc1nccn1CCCN1C(=O)OC2(CCCCC2)C1(C)O (stereo unspecified) ?
IDE cell activ: -4; IDE cell inh: -3; p-CIP stab down: 6; NALP1 yeast inh: -50; VIM-2 inh: -4.4; GPR7 antagonist: -10; IMP-1 inhibitor: -2.5; PHOSPHO1 block: -20; PfM18AAP inh: 7

What do the screens show for `CC(=O)Oc1ccc2nc(-c3ccco3)oc(=O)c2c1`?
IDE cell activ: -3; IDE cell inh: -1; p-CIP stab down: 0; NALP1 yeast inh: -8; VIM-2 inh: -0.1; GPR7 antagonist: -11; IMP-1 inhibitor: -3.9; PHOSPHO1 block: 34; PfM18AAP inh: 4

What do the screens show for `Cn1nnc(NC(=O)c2ccc([N+](=O)[O-])cc2Cl)n1`?
IDE cell activ: 2; IDE cell inh: 0; p-CIP stab down: -6; NALP1 yeast inh: 10; VIM-2 inh: -2.5; GPR7 antagonist: -14; IMP-1 inhibitor: -3.2; PHOSPHO1 block: 26; PfM18AAP inh: 3

What do the screens show for `COc1ccc(C(=O)N2CCN(c3ccc(NC(=O)c4cccs4)cc3)CC2)cc1`?
IDE cell activ: -1; IDE cell inh: 1; p-CIP stab down: -1; NALP1 yeast inh: 19; VIM-2 inh: -0.2; GPR7 antagonist: -11; IMP-1 inhibitor: -1.9; PHOSPHO1 block: 23; PfM18AAP inh: 0

What do the screens show for `CC(C)CNC(=S)N(CCCO)Cc1cc2cc3c(cc2[nH]c1=O)OCO3`?
IDE cell activ: 1; IDE cell inh: 4; p-CIP stab down: -12; NALP1 yeast inh: 5; VIM-2 inh: -0.9; GPR7 antagonist: -17; IMP-1 inhibitor: -3.8; PHOSPHO1 block: -3; PfM18AAP inh: 12

Results for CCOc1cc(C(=O)OCC(=O)NC(C)c2ccccc2)ccc1OCC(=O)N1CCOCC1 (stereo unspecified) ?
IDE cell activ: 2; IDE cell inh: -2; p-CIP stab down: -13; NALP1 yeast inh: 8; VIM-2 inh: -4.9; GPR7 antagonist: -9; IMP-1 inhibitor: -4.4; PHOSPHO1 block: 31; PfM18AAP inh: 0

How did CCCN(CCC)CCCNC(=O)c1cc2cc3ccc(Cl)cc3nc2o1 do in these assays?
IDE cell activ: 2; IDE cell inh: 4; p-CIP stab down: 4; NALP1 yeast inh: 14; VIM-2 inh: 2.0; GPR7 antagonist: -12; IMP-1 inhibitor: -0.3; PHOSPHO1 block: 33; PfM18AAP inh: 3

Results for O=C(NCc1nc2ccccc2[nH]1)C1=C[C@H](c2ccc(C(F)(F)F)cc2)C[C@H](OCc2ccc(CO)cc2)O1 ?
IDE cell activ: -4; IDE cell inh: 7; p-CIP stab down: -3; NALP1 yeast inh: -3; VIM-2 inh: -5.1; GPR7 antagonist: -10; IMP-1 inhibitor: -3.8; PHOSPHO1 block: 12; PfM18AAP inh: 2

How did CCc1ccc2c(CC(=O)Nc3nnc(C4CC4)s3)coc2c1 do in these assays?
IDE cell activ: 0; IDE cell inh: 0; p-CIP stab down: 6; NALP1 yeast inh: 1; VIM-2 inh: -3.3; GPR7 antagonist: -7; IMP-1 inhibitor: 61*; PHOSPHO1 block: 19; PfM18AAP inh: 6

How did Cc1ccc(C)c(NC(=O)c2ccccc2C(=O)c2ccccc2)c1 do in these assays?
IDE cell inh: -3; p-CIP stab down: 0; NALP1 yeast inh: 0; VIM-2 inh: -4.7; GPR7 antagonist: -4; IMP-1 inhibitor: -2.4; PHOSPHO1 block: 28; PfM18AAP inh: 2

What do the screens show for `O=C(NCCCn1ccnc1)c1c(F)cccc1F`?
IDE cell activ: 0; IDE cell inh: -4; p-CIP stab down: -14; NALP1 yeast inh: 0; VIM-2 inh: -0.7; GPR7 antagonist: -18; IMP-1 inhibitor: 0.1; PHOSPHO1 block: 15; PfM18AAP inh: -9

How did Cc1cc(NS(=O)(=O)c2ccc(NC(=S)NC(=O)c3ccc(F)cc3Cl)cc2)no1 do in these assays?
IDE cell activ: -1; IDE cell inh: 5; p-CIP stab down: -5; NALP1 yeast inh: 24; VIM-2 inh: -1.2; GPR7 antagonist: -14; IMP-1 inhibitor: -5.1; PHOSPHO1 block: 16; PfM18AAP inh: 7

How did Cc1ccc(O)c(CNc2nccs2)c1 do in these assays?
IDE cell activ: -3; IDE cell inh: -3; p-CIP stab down: -4; NALP1 yeast inh: 3; VIM-2 inh: -1.2; GPR7 antagonist: -7; IMP-1 inhibitor: -1.1; PHOSPHO1 block: -11; PfM18AAP inh: -2

Results for Cc1cccc(N(CC(=O)Nc2ccc(CC#N)cc2)S(C)(=O)=O)c1 ?
IDE cell activ: 0; IDE cell inh: 6; p-CIP stab down: -4; NALP1 yeast inh: 37; VIM-2 inh: -0.1; GPR7 antagonist: 0; IMP-1 inhibitor: -0.6; PHOSPHO1 block: 18; PfM18AAP inh: 2

What do the screens show for `CCC(C)NS(=O)(=O)c1ccc(OCC(=O)Nc2ccc3c(c2)OCCO3)cc1` (stereo unspecified)?
IDE cell activ: 1; IDE cell inh: -3; p-CIP stab down: -12; NALP1 yeast inh: 0; VIM-2 inh: -1.8; GPR7 antagonist: -3; IMP-1 inhibitor: -3.0; PHOSPHO1 block: 42; PfM18AAP inh: -10

How did Cn1c(CN2CCCCC2)nc2cc(NC(=O)c3cccc(Br)c3)ccc21 do in these assays?
IDE cell activ: -9; IDE cell inh: 14; p-CIP stab down: -1; NALP1 yeast inh: 12; VIM-2 inh: -6.7; GPR7 antagonist: -3; IMP-1 inhibitor: -2.5; PHOSPHO1 block: -2; PfM18AAP inh: -5

Results for COc1cc(NC(=O)N[C@H](C(=O)O)C(C)C)cc(OC)c1 ?
IDE cell activ: -2; IDE cell inh: -3; p-CIP stab down: -8; NALP1 yeast inh: 2; VIM-2 inh: -2.4; GPR7 antagonist: 0; IMP-1 inhibitor: -0.7; PHOSPHO1 block: 2; PfM18AAP inh: 3

What do the screens show for `CCOC(=O)CNS(=O)(=O)c1ccc(C(=O)O)cc1`?
IDE cell activ: 5; IDE cell inh: -1; p-CIP stab down: -5; NALP1 yeast inh: 7; VIM-2 inh: 1.6; GPR7 antagonist: -3; IMP-1 inhibitor: -1.1; PHOSPHO1 block: 0; PfM18AAP inh: 8

What do the screens show for `S=C(NNc1nc(Nc2ccccc2)nc(N2CCCCC2)n1)NC1CCCCC1`?
IDE cell activ: 8; IDE cell inh: -6; p-CIP stab down: 2; NALP1 yeast inh: -5; VIM-2 inh: -4.7; GPR7 antagonist: -16; IMP-1 inhibitor: -4.8; PHOSPHO1 block: -24; PfM18AAP inh: 16

What do the screens show for `CCOC(=O)N1CCC(N2Cc3cccc(C(=O)NCc4ccc(OC)cc4)c3C2=O)CC1`?
IDE cell inh: 12; p-CIP stab down: -8; NALP1 yeast inh: 17; VIM-2 inh: -1.8; GPR7 antagonist: -5; IMP-1 inhibitor: -1.4; PHOSPHO1 block: -12; PfM18AAP inh: 9

How did C=CCn1c(SCC2CCCCO2)nc2sc(CC)cc2c1=O (stereo unspecified) do in these assays?
IDE cell activ: 4; IDE cell inh: 0; p-CIP stab down: -1; VIM-2 inh: 0.7; GPR7 antagonist: -12; IMP-1 inhibitor: -1.0; PHOSPHO1 block: 34; PfM18AAP inh: -13

Results for Cc1cccnc1NC(=O)c1cccc(S(=O)(=O)N2CCCc3ccccc32)c1 ?
IDE cell activ: 6; IDE cell inh: -2; p-CIP stab down: -10; NALP1 yeast inh: 13; VIM-2 inh: -1.5; GPR7 antagonist: 10; IMP-1 inhibitor: -2.4; PHOSPHO1 block: 32; PfM18AAP inh: 5

Results for CCOC(=O)C(=O)Nc1ccccc1C(N)=O ?
IDE cell activ: -1; IDE cell inh: -3; p-CIP stab down: -8; NALP1 yeast inh: 9; VIM-2 inh: -0.9; GPR7 antagonist: 8; IMP-1 inhibitor: -1.9; PHOSPHO1 block: -9; PfM18AAP inh: 6

Results for COc1ccc(C(=O)O/N=C(\N)c2ccccn2)cc1[N+](=O)[O-] ?
IDE cell activ: 6; IDE cell inh: 0; p-CIP stab down: -1; NALP1 yeast inh: 19; VIM-2 inh: -0.1; GPR7 antagonist: 10; IMP-1 inhibitor: -0.2; PHOSPHO1 block: -2; PfM18AAP inh: -11

What do the screens show for `O=C(c1ccccc1)N1CCN(S(=O)(=O)c2cccc(NS(=O)(=O)c3ccccc3)c2)CC1`?
IDE cell inh: 3; p-CIP stab down: 10; NALP1 yeast inh: 2; VIM-2 inh: -4.1; GPR7 antagonist: -18; IMP-1 inhibitor: -3.2; PHOSPHO1 block: 14; PfM18AAP inh: -5

How did O=C1/C(=C/c2cccs2)CCC1C1CCCC1 (stereo unspecified) do in these assays?
IDE cell activ: 4; IDE cell inh: -4; p-CIP stab down: -7; NALP1 yeast inh: 5; VIM-2 inh: -3.1; GPR7 antagonist: 3; IMP-1 inhibitor: -1.9; PHOSPHO1 block: -3; PfM18AAP inh: -2

What do the screens show for `Cc1ccc(S(=O)(=O)N2CCC(NC(=O)c3cccnc3)CC2)cc1Cl`?
IDE cell activ: 4; IDE cell inh: -12; p-CIP stab down: 4; NALP1 yeast inh: -13; VIM-2 inh: 0.8; GPR7 antagonist: -2; IMP-1 inhibitor: -3.6; PHOSPHO1 block: 46; PfM18AAP inh: 3
